Screening results deposited in PubChem BioAssay by several laboratories.
GDH-TPI counter = GDH-TPI coupling enzyme inhibitors, primary screen, artefact control for M. tuberculosis FBA inhibitor project, biochemical, absorbance, full deck; GDH-TPI coupled enzyme counterscreen, NADH absorbance; actives 1.2% (n = 360,000); inhibition, % at 4.8 µM; in the data active = inhibition above about 30%;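 also: 0% = DMSO wells and 100% = wells lacking the enzyme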
SARS 3CLpro inh = SARS-CoV 3CLpro protease inhibitors, primary screen, biochemical, quenched FRET. actives 0.14% (n = 290,000). inhibition, % at 6 µM. AID 1706, 2009. recombinant SARS-CoV 3CLpro, quenched FRET peptide cleavage; in the data active = inhibition above about 12%
MazEF act = activators of E. coli MazEF toxin-antitoxin RNase, primary screen, biochemical, fluorescence, uHTS; Endoribonuclease toxin MazF (Escherichia coli (strain K12)), P0AE70; FAM/BHQ RNA-DNA oligo cleavage fluorescence, 5 h; activation, % at 20 µM; actives 0.32% (n = 350,000); in the data active = activation above about 50%
Target sequence (P0AE70 whole entry, looked up): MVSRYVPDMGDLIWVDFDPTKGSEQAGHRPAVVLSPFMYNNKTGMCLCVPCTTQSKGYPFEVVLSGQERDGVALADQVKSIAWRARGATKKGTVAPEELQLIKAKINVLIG
BH1578 lux ind = inducers of Vibrio cholerae quorum light production without autoinducers, primary screen, BH1578 luxS cqsA deficient, single point. V. cholerae BH1578 lux reporter, luminescence, 6 h. actives 0.16% (n = 350,000). activation, % at 18.7 µM. AID 588436, 2011; in the data active = activation mostly above about 9.7%, no sharp cut-off; also: not every result past the cut was called active; inactives centre near 0; reference of the scale not given here
Mtb FBA inh = Mtb FBA enzyme inhibitors, primary screen, biochemical, fluorescence, strain H37Rv; purified M. tuberculosis FBA, fluorescence read-out; inhibition, % at 1 µM; actives 2.3% (n = 360,000); in the data active = inhibition above about 27%;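 also: 0% = vehicle and 100% = reference inhibitor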
Mtb BioA inh = M. tuberculosis BioA enzyme inhibitors, primary screen, biochemical, plate reader, single point, HTS; 7,8-diaminopelargonic acid synthase BioA (Mycobacterium tuberculosis); purified M. tuberculosis BioA enzyme; inhibition, % at 9.99 µM; actives 0.096% (n = 360,000); in the data active = inhibition above about 40%
Rv3671c inh = Rv3671c serine protease inhibitors, primary screen, biochemical, fluorescence polarization, M. tuberculosis H37Rv | P9WHR9 | inhibition, % at 5.96 µM | actives 0.048% (n = 320,000); in the data active = inhibition above about 38%;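 also: extracellular domain of Rv3671c used as enzyme; 0% = enzyme with DMSO and 100% = no enzyme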
Target sequence (P9WHR9 whole entry, looked up, the tested form may be a part): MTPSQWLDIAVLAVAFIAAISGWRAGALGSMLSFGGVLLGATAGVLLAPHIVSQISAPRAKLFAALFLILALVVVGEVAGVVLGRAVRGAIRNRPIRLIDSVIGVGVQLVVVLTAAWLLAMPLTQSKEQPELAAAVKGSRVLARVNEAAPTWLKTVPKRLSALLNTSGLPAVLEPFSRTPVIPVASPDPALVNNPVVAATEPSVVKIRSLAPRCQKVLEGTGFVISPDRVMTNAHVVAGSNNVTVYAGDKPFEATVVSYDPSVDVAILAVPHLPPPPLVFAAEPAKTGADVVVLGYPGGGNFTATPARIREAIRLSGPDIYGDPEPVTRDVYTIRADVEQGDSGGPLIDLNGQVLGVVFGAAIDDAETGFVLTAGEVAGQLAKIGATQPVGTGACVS
DUSP3 inh = VHR1 phosphatase inhibitors, primary screen, biochemical, absorbance, uHTS; recombinant VHR phosphatase, pNPP absorbance; inhibition, % at 13.3 µM; actives 0.52% (n = 290,000); in the data active = inhibition above about 50%; also: some compounds called inactive have numbers as strong as hits
Target sequence (P51452 whole entry, looked up): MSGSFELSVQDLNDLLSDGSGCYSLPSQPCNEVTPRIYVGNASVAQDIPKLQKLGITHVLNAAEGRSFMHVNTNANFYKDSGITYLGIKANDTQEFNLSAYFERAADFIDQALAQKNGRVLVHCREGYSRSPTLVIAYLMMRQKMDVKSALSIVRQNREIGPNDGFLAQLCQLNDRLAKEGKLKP
UGM FP inh = M. tuberculosis UGM enzyme inhibitors, primary screen, biochemical, fluorescence polarization, single point | UDP-galactopyranose mutase (Mycobacterium tuberculosis (strain ATCC 25618 / H37Rv)), … | actives 0.06% (n = 320,000) | inhibition, % at 10 µM | purified UGM, fluorescence polarization probe displacement; in the data active = inhibition above about 10%, passing the limit was not always enough
Target sequence (P9WIQ1 whole entry, looked up): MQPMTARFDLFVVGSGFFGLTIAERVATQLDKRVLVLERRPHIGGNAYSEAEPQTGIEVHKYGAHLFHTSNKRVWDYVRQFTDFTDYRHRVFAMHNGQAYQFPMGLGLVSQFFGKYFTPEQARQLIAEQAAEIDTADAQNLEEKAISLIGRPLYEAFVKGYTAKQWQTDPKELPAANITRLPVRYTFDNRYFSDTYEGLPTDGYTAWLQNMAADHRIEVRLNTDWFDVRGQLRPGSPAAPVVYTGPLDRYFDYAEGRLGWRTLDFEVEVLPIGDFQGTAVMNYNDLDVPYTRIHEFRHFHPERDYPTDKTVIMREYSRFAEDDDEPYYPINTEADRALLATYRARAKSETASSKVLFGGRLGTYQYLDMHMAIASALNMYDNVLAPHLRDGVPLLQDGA
PriA SSB inh = inhibitors of Klebsiella pneumoniae PriA binding to SSB C-terminal tail, primary screen, biochemical, AlphaScreen | AlphaScreen SSBct-PriA binding, biotinylated peptide | inhibition, % at 33 µM | actives 0.6% (n = 430,000) | AID 1272365, 2023; in the data active = inhibition mostly above about 37%, no sharp cut-off; inactive = mostly below about 20%;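 also: plate controls were negative control peptide for no effect and reference peptide for full effect; strong numbers were not always called active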
The depositor's hits bear a star; i = inactive; x = not tested or not shown; & = joins results of further samples. Some of the compounds tested; the hit share may differ from the screen's.

Order of values: MazEF act	Mtb BioA inh	Rv3671c inh	UGM FP inh	GDH-TPI counter	SARS 3CLpro inh	DUSP3 inh	PriA SSB inh	BH1578 lux ind	Mtb FBA inh
> O=C1/C(=C/c2ccco2)Cc2ccccc21
    -2	x	5	5.2	27	-1	-2	14	-0.1	1
> CC(C)C(OC(=O)c1ccco1)C(=O)NC1CCCC1 (centres undefined)
    -3	4.9	5	-0.4	-5	7	36	-5	-0.3	0
> CC(C)=CCC/C(C)=C/COc1ccc2ccc(=O)oc2c1
    -16	-0.2	3	1.4	28	0	21	-5	-0.4	15
> N#Cc1c(/N=C/c2cccnc2)sc2c1CCCC2
    -19	2.2	4	-1.1	10	5	-15	x	i	-1
> CC(C)/C=C1\CC/C(=C\c2cccnc2)C1=O
    -1	x	4	-1.7	22	0	0	-6	-0.5	-1
> CC1(C)Cc2c(c(-c3ccccc3)nc(N3CCOCC3)c2C(N)=O)CO1
    4	-0.6	3	-1.2	0	9	21	-1	i	1
> CC(C)N(Cc1ccccc1)C(=O)COC(=O)c1cc(S(=O)(=O)N(C)C)ccc1N1CCCC1
    3	-3.1	-2	1.3	17	x	x	-13	i	-2
> Cc1ccc(C)c(S(=O)(=O)Nc2ccc3cn[nH]c3c2)c1
    11	-0.7	-7	1.3	0	x	x	4	0.2	2
> CC/C(=N/Nc1ccc(Cl)cc1)c1cnnc(SC)n1
    -18	x	-1	x	-1	5	-1	x	-0.2	-2
> COc1ccc(CNC(=S)N/N=C/c2ccncc2)cc1
    -1	2.4	-2	-2.4	8	6	-7	x	2.3	-2
> COc1ccc(-c2[nH]ncc2/C=N\NS(=O)(=O)c2ccccc2)cc1OC
    -3	-1.2	-14	5.6	4	-2	12	x	-0.8	1
> COc1ccc([C@H]2C[C@H](n3cc(-c4ccc(F)cc4)nn3)[C@@H](O)CN2C(=O)C2CCCCC2)cc1
    8	3.5	x	x	-16	x	x	x	0.0	4
> Fc1ccccc1N1CCN(CCCc2ccccc2)CC1
    4	-0.5	-5	-1.0	6	-2	1	7	0.0	0
> Cc1ccc(OCC(=O)Nn2cnnc2)c(Br)c1
    -5	-1.3	-6	0.7	3	-6	-20	3	i	4
> O=[N+]([O-])/C(C(Cl)=C(Cl)Cl)=C1\Nc2ccccc2O1
    1	x	-4	2.9	5	-4	13	3	-0.3	4
> CC(=O)c1c(C)oc2ccc(NS(=O)(=O)c3cccs3)cc12
    7	x	7	1.3	0	4	7	5	-0.8	2
> Cc1cccc(NN=C2c3ccccc3-c3ccccc32)c1
    -1	x	4	3.1	1	3	4	6	-0.2	-3
> Cc1c(NC(=O)Nc2ccc(F)cc2)c(=O)n(-c2ccccc2)n1C
    6	1.5	-1	2.2	4	0	10	-6	0.9	3
> Cc1c(NC(=O)c2ccccc2NC(=O)COc2ccccc2)cccc1C(=O)O
    -3	1.2	-3	-1.5	6	5	-3	-22	i	0
> CCOC(=O)C1CCCN(C(=O)c2sc3nc(C)nc(N4CCOCC4)c3c2C)C1 (centres undefined)
    -4	9.8	9	0.8	7	8	18	-21	-0.9	3
> CS(=O)(=O)Nc1ccc2c(c1)[C@@H]1C[C@@H](CC(=O)NCc3cccnc3)O[C@H](CO)[C@@H]1O2
    2	-1.5&-0.4	x	x	13	x	x	x	-0.2	2
> CC(C)(C)S(=O)(=O)c1cnc2c(-c3ccc(F)cc3)cnn2c1N
    40	6.0	-2	3.0	-13	-1	10	-14	i	-6
> COc1ccc(OC)c(C(=O)COC(=O)CNC(=O)C2CCCCC2)c1
    5	0.2	-1	-2.5	4	1	18	3	i	3
> O=C(NCc1c(O)ccc2ccccc12)c1ccccc1
    10	0.2	x	-1.3	-3	2	85	-14	0.1	1
> COc1ccc(C(c2c(NC(=O)c3ccco3)sc(C)c2C)N2CCOCC2)cc1OC (centres undefined)
    -6	0.0	-6	x	12	x	x	8	i	-1
> CC(CCC(=O)NN)C1CCC2C3CCC4CC(O)CCC4(C)C3CCC12C (centres undefined)
    -3	x	x	x	-10	x	x	-9	x	0
> COc1ccc(CC(=O)OCC(=O)NC(=O)NC2CCCCC2)cc1
    -6	-0.6	-1	1.1	6	1	14	4	i	1
> COc1ccc(-n2c3c(cc(C(=O)N4CCN(CCO)CC4)c2=O)C(=O)CC(C)(C)C3)cc1
    0	-0.4	-1	-2.7	7	-1	-4	8	-0.9	4
> OC(Cn1cnnc1)c1ccccc1 (centres undefined)
    2	x	1	2.6	-3	-9	-6	-20	i	2
> O=C(NCCCn1ccnc1)c1ccc(N2CCCCCC2)c([N+](=O)[O-])c1
    6	x	-2	-2.8	8	0	8	33	-0.8	-2
> CC(C)NC(=O)NC(=O)COC(=O)c1cc(S(=O)(=O)N2CCCCC2)ccc1N1CCOCC1
    -3	-2.4	-52	-1.3	9	-2	5	-3	0.7	-1
> COC1CCCCC1Nc1cccc(SC)c1 (centres undefined)
    -3	-1.8	-1	1.2	0	-5	2	-15	-8.3	-3
> CC(CCc1ccccc1)NC(=O)C1CCN(S(=O)(=O)N2CCOCC2)CC1 (centres undefined)
    -1	-0.7	4	-0.6	-1	-5	-11	-7	-0.5	3
> O=C(C(=O)N1CCCc2ccccc21)c1c[nH]c2ccccc12
    4	1.5	2	-1.3	19	4	19	-22	i	-1
> Cc1cccc(C(=O)NC(NCc2ccco2)C(Cl)(Cl)Cl)c1 (centres undefined)
    1	-1.6	-7	6.5	1	-1	21	-4	-0.8	2
> CN(CCCCCCCCCCN(C)C(=O)Oc1cccc([N+](C)(C)C)c1)C(=O)Oc1cccc([N+](C)(C)C)c1
    8	1.1	3	x	3	x	x	3	0.0	6
> COc1ccc(Br)c(OC)c1C(=O)NC(=O)Nc1c(F)cccc1F
    0	1.0	4	1.0	-10	-2	22	-8	i	-2
> CC(C)N1CCN(Cc2ccoc2)CC1CCO (centres undefined)
    1	1.2	1	-1.2	2	-1	-23	-4	0.4	0
> CC(C)(O)c1cc2ccccc2c(=O)o1
    -3	-1.0	-3	5.4	15	x	x	-4	-0.5	5
> COc1ccc2cc3cc(C(=O)NCCc4ccc(OC)c(OC)c4)oc3nc2c1
    -1	0.0	-10	-0.6	45*	4	11	-15	-0.4	31*
> COc1ccc(C2CC(c3ccc(Br)cc3)=NN2C(=O)CCC(=O)O)cc1OC (centres undefined)
    -3	0.4	0	2.5	3	-5	1	2	-0.3	0
> CCOC(=O)Cc1csc(NC(NC(=O)CC)(C(F)(F)F)C(F)(F)F)n1
    12	-0.8	-6	3.7	5	-2	3	-5	3.0	0
> COc1ccc(-c2noc(CN3CCCCC3)n2)cc1OC
    3	x	3	-2.8	1	-4	-3	-4	-0.2	-2
> Cc1ccc(NC(=O)CN(C)C(=O)c2cccc(S(=O)(=O)N3CCc4ccccc43)c2)cc1
    -6	1.7	-8	1.3	17	x	x	-3	-0.7	-3
> N#C/C(=C/c1ccc(O)cc1)C(=O)NCc1ccc(Cl)cc1
    1	0.1	-2	1.1	14	7	14	-5	i	2
> CCOc1ccc(CN(CCO)CCO)cc1[N+](=O)[O-]
    -9	-0.2	4	0.9	5	3	14	-3	-0.1	1
> O=C(Nc1ccc(-c2nc3ncccc3o2)cc1)c1ccco1
    2	x	-15	1.6	45*	1	0	-18	-0.4	27*
> CCN1CCN(C(=O)C2CC(=O)N(c3ccc(Cl)cc3)C2)CC1 (centres undefined)
    5	0.6	-4	-1.9	-7	1	36	-16	i	-10
> CCOc1ccc(N2CC(C(=O)Nc3cc(Cl)ccc3-n3cncn3)CC2=O)cc1 (centres undefined)
    -3	x	9	-1.8	1	x	x	27	2.8	1
> O=C(CS(=O)(=O)c1cccc(C(F)(F)F)c1)Nc1ccccc1Cl
    7	2.0	-13	1.3	-4	-1	16	-13	-0.4	0
> CCOc1ccc2nc(NC(=O)CN3C(=O)C4CCCCC4C3=O)sc2c1 (centres undefined)
    0	-0.9	2	-0.9	1	x	x	2	i	-1
> CCCCCCC(=O)N/N=C/c1ccco1
    -2	x	7	-2.2	4	2	43	x	-0.3	6
> Cc1ccc(NC(=O)CCC(=O)NNC(=O)CCc2ccccc2)c(C)c1
    16	-0.6	2	-1.5	-1	4	-1	2	-0.3	-1
> N#Cc1ccc(COC(=O)CN2C(=O)NC3(CCCC3)C2=O)cc1
    3	-0.2	x	x	-1	x	x	-2	-0.3	0
> O=S(=O)(Cc1ccccc1Cl)N1CCN(Cc2ccc3c(c2)OCO3)CC1
    -7	4.1	-3	1.9	0	-1	10	-8	-0.5	-3
> CC(C)C[C@H](NC(=O)c1[nH]cnc1C(=O)N[C@@H](Cc1ccccc1)C(=O)OC(C)(C)C)C(=O)OCc1ccccc1
    -9	-5.5	-18	2.5	10	3	1	-25	i	-2
> COc1ccccc1-c1csc(C(O)c2ccc(F)cc2)n1 (centres undefined)
    x	0.6	x	x	-9	x	x	x	-0.5	0
> O=C(O)c1cccc(S(=O)(=O)Nc2cccc(S(=O)(=O)N3CCCCCC3)c2)c1
    -10	x	7	1.4	0	1	20	-6	-1.8	3
> CC(=O)Nc1ccc(-c2csc(Nc3ncccn3)n2)cc1
    -25	x	9	1.7	0	-2	13	-7	-3.1	-1
> COc1ccc(C)cc1NC(=O)COC(=O)Cc1c[nH]c2ccccc12
    -2	3.5	x	x	5	x	x	x	i	-2

As a short view, part of the list above:
Order of values: MazEF act	Mtb BioA inh	Rv3671c inh	UGM FP inh	GDH-TPI counter	SARS 3CLpro inh	DUSP3 inh	PriA SSB inh	BH1578 lux ind	Mtb FBA inh
> CC(C)NC(=O)NC(=O)COC(=O)c1cc(S(=O)(=O)N2CCCCC2)ccc1N1CCOCC1
    -3	-2.4	-52	-1.3	9	-2	5	-3	0.7	-1
> COC1CCCCC1Nc1cccc(SC)c1 (centres undefined)
    -3	-1.8	-1	1.2	0	-5	2	-15	-8.3	-3

Taken from above:
Under MazEF act, CC(C)N1CCN(Cc2ccoc2)CC1CCO (centres undefined) reads 1
Under PriA SSB inh, O=C(C(=O)N1CCCc2ccccc21)c1c[nH]c2ccccc12 reads -22

Next records:
Order of values: MazEF act	Mtb BioA inh	Rv3671c inh	UGM FP inh	GDH-TPI counter	SARS 3CLpro inh	DUSP3 inh	PriA SSB inh	BH1578 lux ind	Mtb FBA inh
> O=C(NCc1ccccc1)C1=C[C@H](C2CCCCC2)C[C@H](OCCCCO)O1
    3	-0.5	-8	-1.2	-2	x	x	-53	i	2
> CN1CCN(C(=O)CCN2C(=O)/C(=C\c3ccc(F)cc3)SC2=S)CC1
    6	0.6	2	3.2	16	x	x	-8	-2.0	-5
> COC(=O)/C(C#N)=C/c1c(Oc2cc(C)cc(C)c2)nc2ccccn2c1=O
    15	-0.3	3	-2.6	5	-3	-12	-14	-0.6	-1
> COc1ccc(CCNc2ccc(C(CC(N)=O)NC(=O)Cc3ccc(Br)cc3)cc2[N+](=O)[O-])cc1 (centres undefined)
    12	1.7	-16	4.7	5	x	3	-13	i	-4
> COc1ccc(NC(=O)CCC(=O)c2cccs2)cc1S(=O)(=O)Nc1ccccc1Cl
    2	-0.3	-16	2.2	5	-3	-4	-1	i	-12
> COc1ccc(N(CC(=O)NCC2CCCO2)C(=O)CCC(=O)Nc2nccs2)cc1 (centres undefined)
    5	-2.2	0	1.5	8	-1	x	-3	i	-2

Molecules listed so far containing a tert-butyl group:
Order of values: MazEF act	Mtb BioA inh	Rv3671c inh	UGM FP inh	GDH-TPI counter	SARS 3CLpro inh	DUSP3 inh	PriA SSB inh	BH1578 lux ind	Mtb FBA inh
> CC(C)(C)S(=O)(=O)c1cnc2c(-c3ccc(F)cc3)cnn2c1N
    40	6.0	-2	3.0	-13	-1	10	-14	i	-6
> CC(C)C[C@H](NC(=O)c1[nH]cnc1C(=O)N[C@@H](Cc1ccccc1)C(=O)OC(C)(C)C)C(=O)OCc1ccccc1
    -9	-5.5	-18	2.5	10	3	1	-25	i	-2
